NPYLR7 agonist = activates Aedes aegypti NPYLR7 receptor | HEK293T NPYLR7/Galpha15, GCaMP6s calcium fluorescence | activation, % at 10 µM | 270,000 compounds, 0.15% hits | AID 1259423; in the data active = activation above about 40%;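 note: 0% = vehicle and 100% = reference agonist at the receptor; some compounds past the cut are filed as inactive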
hcGAS inh = inhibitors of human cGAS; AID 1259398; Q8N884; 290,000 compounds, 0.081% hits; recombinant h-cGAS, ATP depletion, Kinase-Glo luminescence; inhibition, % at 12.5 µM;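 note: 0% = vehicle reaction and 100% = reaction without DNA for no activity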
Target sequence (Q8N884 whole entry, looked up): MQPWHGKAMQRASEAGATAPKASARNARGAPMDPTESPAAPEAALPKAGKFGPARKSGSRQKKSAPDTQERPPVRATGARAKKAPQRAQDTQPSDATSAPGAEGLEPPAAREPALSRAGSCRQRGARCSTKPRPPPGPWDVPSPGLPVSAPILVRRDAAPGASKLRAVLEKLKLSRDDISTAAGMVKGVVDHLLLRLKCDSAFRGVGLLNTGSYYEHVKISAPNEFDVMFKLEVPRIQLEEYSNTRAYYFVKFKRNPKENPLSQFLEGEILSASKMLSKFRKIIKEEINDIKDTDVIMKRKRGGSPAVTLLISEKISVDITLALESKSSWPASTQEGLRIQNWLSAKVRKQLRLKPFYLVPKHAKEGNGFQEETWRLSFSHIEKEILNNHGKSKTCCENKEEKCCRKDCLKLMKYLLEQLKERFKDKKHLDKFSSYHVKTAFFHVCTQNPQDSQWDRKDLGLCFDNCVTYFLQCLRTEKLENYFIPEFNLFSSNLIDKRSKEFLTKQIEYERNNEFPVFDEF
mcGAS inh = mouse cGAS inhibition by luminescence; Q8C6L5; recombinant cGAS, Kinase-Glo ATP depletion luminescence; inhibition, % at 12.5 µM; 160,000 compounds, 0.15% hits; AID 1259399;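 note: 0% = negative control wells and 100% = reference inhibitor with no enzyme activity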
An asterisk follows results filed as active; x = not tested or not shown; & = joins results of further samples. Cut-off read from the data, not from the text of the source, unless noted: active = inhibition above about 40%; inactive = the rest.

SMILES | NPYLR7 agonist | hcGAS inh | mcGAS inh
Clc1ccc(Nc2c3c(nc4nncn24)CCC3)cc1 | 4.3 | -2.1 | x
CN1CCN(c2ccc(Nc3cc4[nH]c(-c5ccc(C(=O)N(C)C)cc5)cc4cn3)cc2)CC1 | -15.8 | 10.3 | 9.4
COc1ccc(S(=O)(=O)n2nc(C)c(S(=O)(=O)N3CCCCCC3)c2C)cc1 | 1.5 | -8.0 | x
COCCCNC(=O)c1cc(NC(=O)COCc2ccccc2)ccc1N1CCN(c2ccccc2OC)CC1 | 5.9 | 0.8 | -3.0
Cc1cc(C)n(CC2(CNC3CCC4(CCNCC4)CC3)CC2)n1 | 7.6 | -5.5 | x
Cc1cccc(C(=O)Nc2ccc(OCC(=O)N(C)C)cc2)n1 | -1.9 | -13.4 | -10.9
CC1(C)CC(=O)C2=C(C1)OC(=N)C(C#N)C2c1ccc(F)cc1 (configuration not stated) | 0.8 | 3.4 | 2.5
Cc1ccc2c(c1)N(Cc1ccc3ccccc3c1)C(=O)C(C)S2 (configuration not stated) | 6.2 | -2.8 | x
Cc1cnc(C(=O)N2CCc3c([nH]c4ccccc34)C2C2CCCCC2)[nH]1 (configuration not stated) | 4.2&-6.5 | -9.7&-5.4 | -2.9
CCCCN(C)S(=O)(=O)c1ccc2c(c1)nc(SCc1ccc(C(=O)OC)cc1OC)n2C1CCCC1 | 32.5 | 1.8 | -1.2
Cc1ccccc1C1c2cccn2CCCN1Cc1cccc(C(F)(F)F)c1 (configuration not stated) | 18.3 | -5.9 | -6.4
Cc1cccc(NC(=O)c2nnn(Cc3cc(C)ccc3C)c2N)c1 | 4.0 | 2.5 | -5.5
Cc1nc(C)c(Cc2ccc([N+](=O)[O-])cc2)c(N2CCN(C(=O)C(C)(C)CCl)CC2)n1 | -7.1 | -8.5 | -5.6
COc1ccc(C)c2sc(N(CCN(C)C)C(=O)CCS(=O)(=O)c3ccc(Cl)cc3)nc12 | -3.0 | -6.3 | -8.2
Cn1ncc2c(=O)[nH]c(CN(CC3CCCCC3)C3CC3)nc21 | -14.5 | -7.6 | x
CNc1cc(N2CCCC(CNCCn3cccn3)C2)ncn1 (configuration not stated) | 4.0 | -15.9 | x
O=C(C1COc2ccccc2O1)N1CCN(C(c2ccccc2)c2ccc(Cl)cc2)CC1 (configuration not stated) | -3.9 | -1.2 | -3.8
COc1ccc(-n2nc(C(C)(C)C)cc2NC(=O)CN(C(=O)c2cccc3ccccc23)C(C)C)cc1 | 8.8 | -8.1 | -5.0
Cc1noc(C)c1CN(C)C(=O)C1Cc2ccccc2CN1 (configuration not stated) | -1.8 | 1.4 | x
CC(=O)NC1C(O)C(O)C(CO)OC1n1nc(-c2ccccc2Cl)n(-c2ccccc2)c1=S (configuration not stated) | -3.3 | -4.0 | -5.8
C=CCn1c(SCc2cccc(F)c2)nnc1-c1cccc(C)c1 | x | -3.3 | -4.9
COc1cc(OC)cc(C(=O)Nc2nnc(C(C)C)s2)c1 | 6.4 | -4.5 | -5.4
COc1cccc(NC(=O)Nc2ccc(Nc3cc(OC(C)C)nc(C)n3)cc2)c1 | -4.4 | 5.2 | x
CCN(CC)c1c(C)nc2ccc(C(=O)N3CCN(C(=O)c4ccco4)CC3)cn12 | -6.2 | -1.4 | 0.1
Cn1cccc1C(=O)NNS(=O)(=O)c1ccccc1C(F)(F)F | -4.7 | -5.8 | -3.6
Cc1ccc(C)c(Cn2c(=O)c3c(nc4n3CCCN4Cc3ccco3)n(C)c2=O)c1 | 0.4 | -8.8 | -5.3
CC(/C=N\NC(=O)c1ccc([N+](=O)[O-])cc1)Cc1ccc2c(c1)OCO2 (configuration not stated) | 2.8 | -5.6 | x
COc1cc(OC)c2nc(NCCC(N)=O)cc(C)c2c1 | 1.8 | 4.1 | -11.5
CNC(=O)Cn1c2c(c3ccccc31)C[C@H]1C[C@@H]2[C@@H](OC)CN1S(=O)(=O)c1cn(C)cn1 | 25.4 | -3.3 | -7.1
Cc1ccc2nc(NC(=O)C3CCCN3C(=O)C3CCCCC3)sc2c1 (configuration not stated) | 5.2 | -7.1 | -14.6

Results in hcGAS inh and mcGAS inh (seven entries from above):
structure	hcGAS inh	mcGAS inh
Cc1cccc(NC(=O)c2nnn(Cc3cc(C)ccc3C)c2N)c1	2.5	-5.5
Cn1ncc2c(=O)[nH]c(CN(CC3CCCCC3)C3CC3)nc21	-7.6	x
CC1(C)CC(=O)C2=C(C1)OC(=N)C(C#N)C2c1ccc(F)cc1 (configuration not stated)	3.4	2.5
Cc1cc(C)n(CC2(CNC3CCC4(CCNCC4)CC3)CC2)n1	-5.5	x
Cc1noc(C)c1CN(C)C(=O)C1Cc2ccccc2CN1 (configuration not stated)	1.4	x
Clc1ccc(Nc2c3c(nc4nncn24)CCC3)cc1	-2.1	x
Cc1ccccc1C1c2cccn2CCCN1Cc1cccc(C(F)(F)F)c1 (configuration not stated)	-5.9	-6.4

Part of the list above, as tab-separated lines:
SMILES	NPYLR7 agonist	hcGAS inh	mcGAS inh
COc1cccc(NC(=O)Nc2ccc(Nc3cc(OC(C)C)nc(C)n3)cc2)c1	-4.4	5.2	x
CCN(CC)c1c(C)nc2ccc(C(=O)N3CCN(C(=O)c4ccco4)CC3)cn12	-6.2	-1.4	0.1
Cn1cccc1C(=O)NNS(=O)(=O)c1ccccc1C(F)(F)F	-4.7	-5.8	-3.6

Next compounds follow.
SMILES | NPYLR7 agonist | hcGAS inh | mcGAS inh
CC1C(=O)N(c2ccc(Cl)cc2Cl)CCN1C(=O)c1ccc([N+](=O)[O-])cc1 (configuration not stated) | 2.2 | -4.2 | -5.2
CC(Sc1nnc(-c2cccs2)n1C1CC1)C(=O)Nc1ccnn1C(C)C (configuration not stated) | 3.5 | -6.6 | x
O=C(c1ccco1)N1CCCN(Cc2cccc(-n3cccn3)c2)CC1 | -4.2 | -3.4 | x
COc1cc(OC)c(C(=O)Nc2ccn(C)n2)cc1OC | -5.2 | -10.4 | x
O=C(Nc1c2c(nn1C1CCS(=O)(=O)C1)CSC2)c1ccccc1 (configuration not stated) | 1.8 | -3.7 | -6.0
C=CCOCC(O)CN1CCC(=O)N(CC=C)CCc2ccccc21 (configuration not stated) | 0.9 | 12.4 | 2.9
CC(C)(C)c1cc(Oc2ccccc2F)nc(SCc2cccc(Cl)c2)n1 | 1.9 | -5.5 | -3.5
Cc1ncc(CN2CCCC(c3n[nH]c(=O)n3-c3ccccc3)C2)s1 (configuration not stated) | 1.3 | -7.7 | x
Fc1cccc(-c2cnnc(N3CCN(C/C=C/c4ccccc4)CC3)n2)c1 | 2.6 | -1.9 | x
Cc1nn(-c2cccc(Cl)c2)c(Oc2ccccc2)c1CN(CC(O)COc1ccccc1)C1CC1 (configuration not stated) | 16.5 | -5.9 | -5.7
CCCCN(CC(=O)N1c2ccccc2-n2cccc2C1c1ccc(Cl)cc1)C(=O)Nc1ccc(F)cc1F (configuration not stated) | 13.7 | 0.0 | -2.4
C=CCCC(O)(CCC=C)c1ccc(CN(Cc2ccsc2)Cc2ccco2)o1 | -7.3 | -5.1 | -5.2
CCn1c(C2CCN(C(=O)CC3C=CS(=O)(=O)C3)CC2)nn(C)c1=O (configuration not stated) | 3.8 | -2.3 | x
CCCCc1ccc(C(=O)N2CCc3nc(C)n(C)c(=O)c3CC2)nc1 | -3.5 | -8.7 | x
CNC(=O)NC(=O)CSc1nc(C)nc2sc(C)c(C)c12 | 7.6 | -6.5 | x
Cc1cc(C)c(C#N)c(SC(F)F)n1 | -1.9 | -0.6 | -3.1
C=CCNC(=O)N1CCN(C(C(=O)Nc2ccc(C(C)C)cc2)C2CCCC2)CC1 (configuration not stated) | 13.2 | -2.5 | -4.7
CN1CCN([C@H]2CN(C(=O)CCC3CCCC3)C[C@@H]2O)CC1 | -6.9 | -3.3 | x
CCN1CCN(S(=O)(=O)c2ccc(OC)c(N3CCN(C(=O)c4cc(F)cc(C(F)(F)F)c4)CC3)c2)CC1 | 1.8 | -3.3 | -6.0
CCN(c1cccc(C)c1)c1cc(C)nc(-n2cc([N+](=O)[O-])cn2)n1 | 2.9 | 2.8 | -4.8
O=C(CNC(=O)c1ccc(F)c(F)c1)Nc1ccnc2ccnn12 | 9.5 | -4.8 | x
O=C1O[C@@H]2CN(c3nccc4ccccc34)C[C@@H]2N1CCc1cccc(Cl)c1 | -6.1 | -1.7 | 1.0
Cc1cc(CNC(=O)C2CCN(S(=O)(=O)c3ccc4c(c3)CCCC4)CC2)ccc1F | 8.4 | 0.3 | x
O=C(CN1CCc2sccc2C1c1cccc(F)c1)N1CCCN(S(=O)(=O)c2ccccc2)CC1 (configuration not stated) | 3.4 | -4.5 | 15.3
O=C(CC12CC3CC(CC(C3)C1)C2)NCc1ccc(Cn2cccn2)cc1 | 7.3 | 0.8 | x
CC(=O)N(O)CCCCCNC(=O)CCC(=O)N(O)CCCCCNC(=O)CCC(=O)N(O)CCCCCN | -9.4&-4.6&6.2 | -1.3&0.8&-3.4 | -1.3
CCCCc1ccc(C(=O)Nc2ccc(-n3nc(OCCOC)nc3-c3ccccc3C)cc2)cc1 | -2.1 | -9.4 | -6.0
O=C1CCCCCN1CP(=O)(O)CN1CCCCC1 | x | -8.2 | -4.0
CN(C)c1cccc(C(=O)N2CC(=O)N3CCc4cc(F)ccc4C3C2)c1 (configuration not stated) | 35.3 | -5.3 | -8.4
COc1ccc(-c2nc(CC(=O)NCCc3cc(Cl)c4c(c3)OCCO4)cs2)cc1 | 1.9 | -5.9 | x
c1cc(CNc2ccc(CCN3CCOCC3)cc2)co1 | 13.0 | -4.7 | x
Cc1ccccc1CSc1nc(Oc2ccccc2C)cc(C(F)(F)F)n1 | 1.8 | -4.1 | -4.1
O=C1CCCC1Sc1nnc(-c2ccc3c(c2)OCO3)o1 (configuration not stated) | -2.0 | -2.4 | x
CN(C)CC1(O)CCCN(C(=O)Cn2ccc3ccccc32)CC1 (configuration not stated) | 10.0 | -6.0 | x
CCN(CC(=O)Nc1cc(C)on1)c1ccccc1C | -0.1 | -16.1 | -8.1
CCOC(=O)[C@H]1[C@@H](O)C(=O)N(C(C)C)C12CCN(C(=O)c1ccno1)CC2 | 3.8 | 3.1 | -6.0
Cc1[nH]c2ccc(CNC(=O)CCc3nc(-c4cccnc4)no3)cc2c1C | -8.9 | -6.7 | x
CCN(CC)S(=O)(=O)c1ccc2oc(=S)n(CN3CCCC(O)C3)c2c1 (configuration not stated) | 9.4 | -0.7 | x
O=C(Nc1ccc(F)cc1F)N1CCN(CCCOC(c2ccc(Cl)cc2)c2ccc(Cl)cc2)CC1 | 1.1 | -4.9 | -7.1
COc1ccc(-c2ccc(SC)nn2)cc1 | 1.6 | 2.5 | -24.9
C=CCn1c(SCC(=O)NC)nnc1-c1ccc(Cl)cc1 | -5.1 | -10.7 | -5.0
CC(C)c1nccn1CCCNC(=O)c1ccc(-c2ccc3c(c2)OCO3)nc1 | 4.3 | -3.6 | x
CC1=CS(=O)(=O)CC1SC(=N)N (configuration not stated) | -2.1 | -1.7 | x
O=C(c1csc(-c2cccs2)n1)N1C[C@@H]2[C@H](C1)[C@H]1CC[C@@H]2O1 | 8.1 | -6.4 | -14.2
COc1ccc([N+](=O)[O-])cc1CN1CCCn2cccc2C1c1ccc(C)c(C)c1 (configuration not stated) | 1.4 | -5.7 | 27.0

Brought forward from above: 4 entries; new compounds follow.
SMILES | NPYLR7 agonist | hcGAS inh | mcGAS inh
CC(C)c1nccn1CCCNC(=O)c1ccc(-c2ccc3c(c2)OCO3)nc1 | 4.3 | -3.6 | x
CC1=CS(=O)(=O)CC1SC(=N)N (configuration not stated) | -2.1 | -1.7 | x
O=C(c1csc(-c2cccs2)n1)N1C[C@@H]2[C@H](C1)[C@H]1CC[C@@H]2O1 | 8.1 | -6.4 | -14.2
COc1ccc([N+](=O)[O-])cc1CN1CCCn2cccc2C1c1ccc(C)c(C)c1 (configuration not stated) | 1.4 | -5.7 | 27.0
CCCCCc1ccc(C(=O)Nc2ccc(N3CCCC3)c(C(=O)NC(C)c3ccccc3)c2)cc1 (configuration not stated) | 15.3 | -1.4 | -4.9
CCOC(=O)C1C(/C=N\Nc2nc(C)cc(C)n2)=NC(=O)NC1c1ccccc1 (configuration not stated) | -0.9 | 4.0 | -0.1
CC(=NOCC(=O)NN=Cc1ccco1)c1cccs1 | 7.7 | -7.5 | x
Cc1cc(C(=O)CN2C(=O)C(=O)N(Cc3cccs3)C2=O)c(C)n1C1CC1 | 10.1 | -3.9 | -6.1
CC(c1n[nH]c(=O)[nH]1)n1ccnc1-c1ccnn1-c1ccccc1 (configuration not stated) | x | -2.2 | -10.8
Cc1ccc(C)c(NC(=O)CSc2nc3c(c(=O)n2Cc2ccccc2)SC(C)C3)c1 (configuration not stated) | 0.9 | -5.9 | x
OCc1cccc(OCc2ccon2)c1 | 15.6 | -4.7 | x

Assay outcomes as filed in PubChem.
